From PubChem BioAssay
ssDAF-12 act: S. stercoralis DAF-12 activation, primary screen; activation, % at 6.8 µM; HEK293 ssDAF-12/GRIP1 lit1-tk-luc reporter, luminescence; % of 3 µM dafachronic acid response; actives 1% (n = 370,000); AID 652126;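 active = activation above the mean over all tested compounds plus 3 SD, cut at about 0.9% in these data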;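 note: 0% = DMSO-only wells and 100% = 3 µM delta7-dafachronic acid wells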
DAX1 inh-1: inhibitors of DAX1 repression of SF-1 activated StAR promoter | HEK293T StAR-luciferase reporter, SF-1/DAX-1 repression relief | actives 1.1% (n = 370,000) | inhibition, % at 6.8 µM | AID 652010;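 active = inhibition above the mean over all tested compounds plus 3 SD, cut at about 3.6% in these data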;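 note: 0% = DAX-1 cells with DMSO and 100% = cells lacking DAX-1 with DMSO; higher inhibition means more luminescence from relief of DAX-1 repression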
ADAM17 inh: inhibits human ADAM17. actives 0.83% (n = 370,000). inhibition, % at 6.95 µM. P78536. recombinant ADAM17, EDANS/DABCYL FRET peptide cleavage. AID 720648;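 active = inhibition above the mean of compounds lying between control limits plus 3 SD, set per campaign, cut at about 8.5% in these data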;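 note: 0% = DMSO-only wells as the low control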
hgDAF-12 ag: agonists of H. glycines DAF-12 nuclear receptor | HEK293 GAL4-hgDAF12 UAS-luciferase reporter, agonist luminescence; normalized to butyrate control | activation, % at 6.8 µM | actives 1.8% (n = 370,000) | AID 687014;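 active = activation above a cutoff set at the mean of all screened compounds plus 3 SD, cut at about 10% in these data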;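 note: 0% = DMSO wells and 100% = sodium butyrate wells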
NR1D1 modulator: Rev-erb alpha (human) modulation | activity, % at 10 µM | actives 0.79% (n = 370,000) | AID 1259318 | Rev-erbα–FITC-DNA binding, fluorescence polarization, 90 min;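 active = activity above about 14%, limit read from the data; passing the limit was not always enough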;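 note: 0% = DMSO wells with 35 nM protein and 100% = DMSO wells with 750 nM protein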
DAX1 inh-2: inhibitors of human orphan nuclear receptor DAX1 (NR0B1); P51843; HEK293 Gal4-DAX1 luciferase reporter, luminescence; inhibition, % at 6.75 µM; actives 0.99% (n = 340,000); AID 504766;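 active = inhibition above the mean over all tested compounds plus 3 SD, cut at about 4.2% in these data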;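 note: 0% = DAX1-transfected cells with DMSO and 100% = empty-vector control cells with DMSO; inhibition shows as a rise in luminescence from relieved DAX1 repression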
Target sequence (P51843 207-470 limits assumed): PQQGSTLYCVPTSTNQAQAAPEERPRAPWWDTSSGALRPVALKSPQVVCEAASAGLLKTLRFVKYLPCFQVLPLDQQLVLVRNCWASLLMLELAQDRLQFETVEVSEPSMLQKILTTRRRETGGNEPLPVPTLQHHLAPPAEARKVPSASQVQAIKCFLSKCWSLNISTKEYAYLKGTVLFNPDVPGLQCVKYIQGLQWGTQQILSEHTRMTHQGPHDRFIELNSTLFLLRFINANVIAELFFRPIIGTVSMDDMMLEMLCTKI
PLCg1 inh: blocks human PLC-gamma1 enzyme activity. P19174. purified PLC-gamma1, fluorogenic substrate, fluorescence. inhibition, % at 12.2 µM. actives 0.84% (n = 370,000). AID 720700; in the data active = inhibition above about 9.5%
SMARCA2 activ: activators of SMARCA2 function; AID 652017; MG213 cells, MMTV-luciferase reporter, dexamethasone, overnight; actives 1% (n = 370,000); activation, % at 9.1 µM; in the data active = activation above about 7.8%;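 note: 0% = vehicle wells and 100% = reference activator wells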
MBD2 inh: MBD2-methylated oligo binding inhibition; TR-FRET, MBD2 binding to methylated oligonucleotide; inhibition, % at 4.4 µM; actives 0.31% (n = 370,000); AID 686964; in the data active = inhibition above about 13%
Target sequence (Q9UBB5 whole entry, looked up): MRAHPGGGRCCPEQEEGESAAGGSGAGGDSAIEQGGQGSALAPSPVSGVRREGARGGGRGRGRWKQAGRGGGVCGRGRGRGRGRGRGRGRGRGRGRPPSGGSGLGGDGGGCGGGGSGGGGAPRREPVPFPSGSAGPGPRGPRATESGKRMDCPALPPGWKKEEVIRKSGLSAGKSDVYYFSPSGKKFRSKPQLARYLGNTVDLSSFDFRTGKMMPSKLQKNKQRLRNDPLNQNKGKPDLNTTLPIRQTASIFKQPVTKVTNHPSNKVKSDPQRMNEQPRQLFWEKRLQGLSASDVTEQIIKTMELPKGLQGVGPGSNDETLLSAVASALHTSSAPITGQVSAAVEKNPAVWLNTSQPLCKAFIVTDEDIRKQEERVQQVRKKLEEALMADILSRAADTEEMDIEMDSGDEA
hcDAF-12 act: H. contortus DAF-12 activation, primary screen; activation, % at 6.8 µM; HEK293 hcDAF-12 lit1-tk-luc reporter, luminescence; 0% DMSO, 100% Δ7-dafachronic acid; actives 1.4% (n = 370,000);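 active = activation above the mean of all tested compounds plus 3 SD, cut at about 5.5% in these data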;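 note: 100% = response to 3 µM Δ7-dafachronic acid high control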
PLC-beta3 inh: PLC-beta3 (human) inhibition, primary screen; Purified PLC-beta3, fluorogenic substrate, fluorescence; Q01970; inhibition, % at 12.2 µM; actives 0.18% (n = 370,000); in the data active = inhibition above about 11%;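 note: 0% = median of compound wells on plate and 100% = full blocker control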
* hit, by the source's call; i = inactive; / = no result given. Rows were taken by chance (roughly 7.4% active in at least one column).

No.	mol	ssDAF-12 act	DAX1 inh-1	ADAM17 inh	hgDAF-12 ag	NR1D1 modulator	DAX1 inh-2
1	C[C@H](CO)N1C[C@H](C)[C@@H](CN(C)Cc2ccncc2)Oc2c(NC(=O)Cc3ccccc3)cccc2C1=O	-1.6	0.1	1	-3.0	-1	0.4
2	N#CCCN(CCC#N)S(=O)(=O)c1ccc(C(=O)Nc2nc(-c3ccccc3)c(C(=O)c3ccccc3)s2)cc1	-0.8	-0.4	-2	-1.5	189*	0.3
3	CC(Oc1ccc(Br)cc1)C(=O)Nc1ccncc1 (stereo not drawn)	-1.8	-1.6	-3	-5.0	2	-1.7
4	CC(OC(=O)c1cc(Br)ccc1O)C(=O)Nc1ccc(S(=O)(=O)N2CCCC2)cc1 (stereo not drawn)	-2.1	-0.3	1	-1.5	-1	0.0
5	Clc1cccc(Cl)c1CNCCCSc1ncccn1	-1.4	0.8	-2	-0.5	1	1.4
6	CC(C)Oc1ccccc1OCCCOc1cccc2cccnc12	-1.8	0.3	2	-0.5	-4	3.6
7	COc1cccc(N2CCc3c(C)nc4ccc(Cl)cc4c32)c1	-1.6	-0.4	-122	-1.8	9	-1.0
8	CC(=O)Nc1cccc(NS(=O)(=O)c2ccccc2[N+](=O)[O-])c1	-0.9	0.1	2	4.2	0	-0.3
9	N/C(=N\OC(=O)CC1CCCCC1)c1cccnc1	-1.1	0.5	-2	3.8	5	0.4
10	CCOc1ccc(N2CC(C(=O)NCCc3c[nH]c4ccc(C)cc34)CC2=O)cc1 (stereo not drawn)	-1.1	-0.2	1	1.3	4	0.3
11	C/C(CC(=O)Nc1ccc(F)cc1)=N\NC(=O)Cc1csc(N)n1	-1.3	0.3	-4	1.1	-2	0.6
12	Cc1ccc(N(CC(=O)N/N=C/c2cc(C)n(-c3ccccc3)c2C)S(C)(=O)=O)c(C)c1	-1.3	0.2	-3	3.7	-1	0.2
13	O=C(NC(=S)NC1CCSC1=O)c1ccc([N+](=O)[O-])cc1 (stereo not drawn)	-1.3	-0.4	0	-2.1	1	-0.1
14	CCSC(=N)N	-0.8	-1.0	-4	2.9	-3	-0.2
15	CCN(CCCNC(=O)COc1cc(=O)n(C)c2ccccc12)c1ccccc1	-1.6	-1.2	-3	-1.1	1	-0.3

No.	PLCg1 inh	SMARCA2 activ	MBD2 inh	hcDAF-12 act	PLC-beta3 inh
1	6	2	3	-1.6	5
2	0	0	4	-3.0	-10
3	1	-5	1	-1.7	2
4	-11	-7	-1	-1.0	-15
5	3	3	5	-1.1	-74
6	-2	-2	-6	-3.1	0
7	-373	-1	-3	-0.8	i
8	5	3	-2	-1.9	1
9	2	0	-3	-1.8	3
10	0	1	-1	-0.3	-11
11	-2	-1	2	-0.7	0
12	-6	1	7	-0.6	-10
13	1	-2	2	-1.5	-3
14	-1	-1	2	-1.6	0
15	1	-2	-3	-2.2	0

Additional structures.
No.	mol	ssDAF-12 act	DAX1 inh-1	ADAM17 inh	hgDAF-12 ag	NR1D1 modulator	DAX1 inh-2
16	N#C/C(=N/Nc1ccc(OC(F)(F)F)cc1)C(N)=S	-1.3	-2.3	0	-1.3	0	-2.8
17	COc1cccc(/C=N/NC(=O)CNC(=O)C2COc3ccccc3O2)c1O (stereo not drawn)	-1.9	-1.4	-8	-5.9	1	-1.5
18	CCN(C(=O)CSc1nnnn1-c1ccccc1)C1CCS(=O)(=O)C1 (stereo not drawn)	-1.4	0.5	-1	-2.7	-1	0.1
19	CCN1CCN(c2ncc(C(=O)Nc3c(F)cc(F)cc3Br)c3ccccc23)CC1	-1.0	-0.2	-4	4.1	6	-0.5
20	Cc1cccc(Oc2ccc(S(=O)(=O)N3CCCCC3)cc2NC(=O)C2=COCCO2)c1	-1.3	0.1	0	0.2	8	2.4
21	COc1ccc(CC(=O)O/N=C(\N)c2ccccn2)cc1	-0.6	0.4	-1	7.9	-8	2.1
22	COc1cccc(Oc2c(C)oc3c(CN4CCOCC4)c(O)ccc3c2=O)c1	-1.4	0.3	-185	-2.8	-1	0.4
23	O=C(Cn1ccnc1[N+](=O)[O-])N(CCO)CCO	-0.6	0.0	2	6.6	1	0.2
24	Cc1sc2nc(CN(Cc3ccccc3)C(=O)NC3CCCCC3)[nH]c(=O)c2c1C	-1.5	0.2	-5	2.1	-2	-1.5
25	CN(Cc1ccccc1)c1nc(N)c([N+](=O)[O-])c(Nc2cccc(F)c2)n1	-1.0	-0.6	-7	-1.2	3	-0.3
26	Cc1cc(OCCN2CCOCC2)ccc1C(C)C	0.0	0.6	2	5.4	-7	0.8
27	O=S(=O)(c1cccc(Br)c1)N1CCN(C(=S)NCC2CCCO2)CC1 (stereo not drawn)	-0.9	0.0	5	5.9	5	-0.8
28	Cc1cccc(NC(=O)COC(=O)CNC(=O)C2CCCCC2)c1	-0.8	0.2	-2	-0.8	1	0.1
29	COc1ccc(C(=O)NNC(=O)CN2CCC(n3nnc4cc(F)ccc43)CC2)cc1	-0.9	0.0	4	1.1	-4	-0.7
30	CCC1CN(C(=O)NCc2ccccc2)c2cc(Cl)ccc2O1 (stereo not drawn)	-2.0	0.1	1	1.1	-7	-0.7

No.	PLCg1 inh	SMARCA2 activ	MBD2 inh	hcDAF-12 act	PLC-beta3 inh
16	-1	-7	3	0.3	-5
17	-80	-1	5	-3.5	-97
18	6	-5	0	0.4	6
19	-33	-3	-6	-1.5	-32
20	0	6	3	-0.9	-2
21	-1	8.0*	-1	2.5	-6
22	-280	-4	-6	0.8	-392
23	3	1	0	1.1	5
24	1	1	0	-0.5	3
25	0	1	3	-0.3	-1
26	5	7	0	0.6	-1
27	6	-5	3	0.4	1
28	1	1	0	-0.2	2
29	7	0	0	0.8	3
30	-1	-1	6	-0.4	-7

Just hgDAF-12 ag, SMARCA2 activ and MBD2 inh (two entries from above):
no. | compound | hgDAF-12 ag | SMARCA2 activ | MBD2 inh
28 | Cc1cccc(NC(=O)COC(=O)CNC(=O)C2CCCCC2)c1 | -0.8 | 1 | 0
16 | N#C/C(=N/Nc1ccc(OC(F)(F)F)cc1)C(N)=S | -1.3 | -7 | 3

Part of the list above, as a markdown table:
| cpd | Molecule | ssDAF-12 act | DAX1 inh-1 | ADAM17 inh | hgDAF-12 ag | NR1D1 modulator | DAX1 inh-2 | PLCg1 inh | SMARCA2 activ | MBD2 inh | hcDAF-12 act | PLC-beta3 inh |
| --- | --- | --- | --- | --- | --- | --- | --- | --- | --- | --- | --- | --- |
| 28 | Cc1cccc(NC(=O)COC(=O)CNC(=O)C2CCCCC2)c1 | -0.8 | 0.2 | -2 | -0.8 | 1 | 0.1 | 1 | 1 | 0 | -0.2 | 2 |
| 29 | COc1ccc(C(=O)NNC(=O)CN2CCC(n3nnc4cc(F)ccc43)CC2)cc1 | -0.9 | 0.0 | 4 | 1.1 | -4 | -0.7 | 7 | 0 | 0 | 0.8 | 3 |

Further entries follow.
No.	mol	ssDAF-12 act	DAX1 inh-1	ADAM17 inh	hgDAF-12 ag	NR1D1 modulator	DAX1 inh-2
31	CCCn1c(C(O)c2ccc(OC)cc2)nc2ccccc21 (stereo not drawn)	-0.6	0.2	-1	-2.5	4	-0.1
32	Cc1ccc(S(=O)(=O)N2CCC(=O)c3ccccc32)cc1	-1.4	-2.1	-39	-1.9	11	1.3
33	Cc1ccc(NC2OC(CO)C(O)C2O)cc1[N+](=O)[O-] (stereo not drawn)	-1.1	-0.6	-3	1.0	-4	1.1
34	CCOC(=O)c1ccccc1OCc1cc(/C=N/n2cnnc2)ccc1OC	-1.8	-1.1	-1	-0.3	2	-0.3
35	Cc1c(C=O)c(=O)n(-c2ccccc2)n1-c1ccccc1	-1.6	-0.1	4	1.1	1	-1.6
36	CCC1CCCCN1C(=O)CN1C(=O)c2ccccc2S1(=O)=O (stereo not drawn)	-1.3	-0.4	-4	0.8	1	1.2
37	O=C(NCc1ccccn1)Nc1ccccc1	-1.4	2.5	0	2.5	1	-0.4
38	O=C(Nc1cccc(F)c1)c1cc(S(=O)(=O)N2CCOCC2)cs1	-1.6	-1.1	1	-0.2	-3	-0.2
39	NCCCn1c(C(=O)c2cc(Cl)c(N)c(Cl)c2)c2ccc(C(F)(F)F)cc2[n+]1[O-]	0.5	0.0	-4	0.6	7	2.2
40	COc1ccc(S(=O)(=O)c2c(N)n(Cc3ccco3)c3nc4ccccc4nc23)cc1	-1.1	-0.4	i	-0.1	-7	-1.2
41	CCCCCCn1c(=O)n2n(c1=O)[C@@H]1CN(S(=O)(=O)c3ccc(C)cc3)C[C@]1(O)[C@@H](OC(=O)NCC1CCCCC1)C2	-0.2	0.6	7	0.4	3	0.7
42	CC(=O)c1cccc(-c2ccc3c(c2)C(C)(Cc2ccccc2F)C(=O)N3)c1 (stereo not drawn)	-1.2	-4.3	5	-2.3	-3	/
43	COc1ccc(CC(=O)NCCS(=O)(=O)N2CCN(c3ccccc3)CC2)cc1	-0.9	-0.1	1	-1.8	-1	-0.1
44	Cc1nc(C(Cl)(Cl)Cl)nc2[nH]ccc(=O)c12	-1.3	0.0	-2	8.5	-5	0.8
45	COc1ccc(NC(=O)C(CC(=O)O)Cc2ccc(C)cc2)cc1 (stereo not drawn)	-1.8	-0.3	1	2.8	1	0.7
46	COc1ccc(/C=N/NC(=O)c2ccc(N(C)S(=O)(=O)c3ccccc3)cc2)cc1	-2.2	-1.2	2	0.0	7	-1.8

No.	PLCg1 inh	SMARCA2 activ	MBD2 inh	hcDAF-12 act	PLC-beta3 inh
31	-2	-2	1	-2.3	-1
32	-52	-3	6	-0.5	-73
33	0	-2	5	-3.4	2
34	-17	1	4	-2.0	1
35	3	-3	-7	-2.2	6
36	4	-3	3	-0.3	-6
37	5	2	0	0.5	5
38	-1	-4	3	0.1	3
39	-4	1	2	6.5*	-12
40	-444	1	2	2.8	i
41	1	-4	4	1.4	0
42	1	-8	-3	-2.5	1
43	0	1	2	-2.1	-3
44	2	-4	6	0.5	-2
45	-2	3	0	-1.2	0
46	-2	-2	0	-1.8	-6
